# yeast cln2 rad14 = NCI yeast anticancer drug screen, S. cerevisiae cln2 rad14 strain. growth inhibition, % at 50 µM. hit rate 8.3% among 78,000. AID 165, 2004;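 also: 0% = growth of vehicle-only cultures of the same strain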
#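 Yeast strain cln2 rad14, bearing defects in cell cycle control and DNA repair, serves as the test system; values reflect growth inhibition compared with vehicle.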
# bub3 = NCI yeast anticancer drug screen, S. cerevisiae bub3 mutant strain | % growth inhibition at 50 µM | hit rate 9.9% among 78,000;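 also: 0% = growth of vehicle-only cultures of the same strain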
#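 Screening used yeast with an engineered genetic alteration affecting cell cycle control. Compound-exposed cultures were compared with vehicle cultures, and reduced growth was taken as inhibition.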
# yeast sgs1 mgt1 = NCI yeast anticancer drug screen, S. cerevisiae sgs1 mgt1 strain. hit rate 10% among 78,000. AID 161, 2004. growth inhibition, % at 50 µM;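 also: 0% = growth of vehicle-only cultures of the same strain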
#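 Compounds are added to genetically altered yeast, and growth is compared with cultures given vehicle alone to give percent inhibition.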
# yeast mec2-1 = NCI yeast anticancer drug screen, S. cerevisiae mec2-1 strain. % growth inhibition at 50 µM. hit rate 9% among 79,000;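 also: 0% = growth of vehicle-only cultures of the same strain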
#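 mec2-1 yeast strain, carrying an alteration in DNA damage repair or cell cycle control, was exposed to compounds; growth inhibition was measured relative to vehicle-treated controls.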
# yeast rad50 = NCI yeast anticancer drug screen, S. cerevisiae rad50 strain; hit rate 10% among 79,000; AID 155, 2004; % growth inhibition at 50 µM;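 also: 0% = growth of vehicle-only cultures of the same strain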
#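 Relative growth inhibition (compound vs vehicle) was measured in yeast with a defined repair-gene alteration.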
# mlh1 rad18 = NCI yeast anticancer drug screen, S. cerevisiae mlh1 rad18 strain | growth inhibition, % at 50 µM | hit rate 11% among 79,000 | AID 175, 2004;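 also: 0% = growth of vehicle-only cultures of the same strain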
#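 Inhibition values reflect reduced growth of mutant yeast versus vehicle-treated controls following compound exposure; the mutations affect DNA damage repair.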
# * hit, by the source's call; x = no result given; & = joins results of further samples; ! = not active in a repeat. Rule as the data show it: active = growth inhibition above about 70%; inactive = the rest.
Structure	yeast cln2 rad14	bub3	yeast sgs1 mgt1	yeast mec2-1	yeast rad50	mlh1 rad18
CCC(O)C1CCCCC1 (stereo not given)	20.0	-21.4	-14.3	-19.1	-3.2	17.6
COC(=O)c1ccc(N=NN(C)COC(C)=O)cc1	18.5	10.2	11.2	12.0	27.4	18.8
O=C1c2ccccc2C(=O)c2c1cn1c2Cc2ccccc2C1	7.0	2.5	30.7	27.1	29.4	21.4
COc1ccc(C(Nc2ccccn2)c2cc(C(C)(C)C)cc(C(C)(C)C)c2O)cc1 (stereo not given)	12.4	41.9	9.4	-3.0	43.6	38.8
NC(=O)c1cccn1Cc1ccccc1SSc1ccccc1Cn1cccc1C(N)=O	90.9*	92.8*	94.2*	95.7*	89.5*	94.4*
Cc1c(C)c(C)c(Br)c(C)c1C	-17.6	1.1	-14.0	-5.0	-6.7	0.7
O=c1cccc(O)[nH]1	-0.1	-15.7	-15.1	-17.6	-14.8	-8.8
c1ccc(OCCCN2CCN(CCCOc3ccccc3)CC2)cc1	59.6	46.2	65.7	41.4	57.4	65.9
COc1ccc(CN2CCCN(Cc3ccc(OC)cc3OC)C2c2cc(OC)ccc2OC)c(OC)c1	10.5	-1.9	1.3	-0.8	-0.8	-0.4
NNC(=O)N/N=C1\C(=O)N(c2ccc(Cl)c(Cl)c2)C(=O)C(=O)C1c1nc2ccccc2s1 (stereo not given)	13.3	0.0	26.9	6.0	41.4	26.4
CCOC(=O)NN(C(=O)OCC)C(C(=O)c1ccccc1)N(NC(=O)OCC)C(=O)OCC	46.4	20.9	16.9	9.9	27.6	22.4
O=C(O)C(C(=O)O)C(c1cccc([N+](=O)[O-])c1)C(c1ccccc1)[N+](=O)[O-] (stereo not given)	12.2	22.2	45.5	18.2	52.5	37.7
C1=C(c2ccccc2)CC(c2ccc(-c3ccccc3)cc2)=C1	-27.6	-10.2	1.6	1.1	6.9	16.4
CC1(C)CC(O)=CC(=O)N1	11.7	10.3	-3.9	-5.8	15.9	4.5
O=C(OCc1ccccc1)c1ccc(NCc2cc(O)ccc2O)cc1	89.6*	88.0*	89.7*	90.7*	88.7*	92.2*

# Whole records from above. Order of screens: yeast cln2 rad14	bub3	yeast sgs1 mgt1	yeast mec2-1	yeast rad50	mlh1 rad18
# NNC(=O)N/N=C1\C(=O)N(c2ccc(Cl)c(Cl)c2)C(=O)C(=O)C1c1nc2ccccc2s1 (stereo not given) as listed: 13.3	0.0	26.9	6.0	41.4	26.4
# CCC(O)C1CCCCC1 (stereo not given) as listed: 20.0	-21.4	-14.3	-19.1	-3.2	17.6
# O=C1c2ccccc2C(=O)c2c1cn1c2Cc2ccccc2C1 as listed: 7.0	2.5	30.7	27.1	29.4	21.4

# Later entries.
Structure	yeast cln2 rad14	bub3	yeast sgs1 mgt1	yeast mec2-1	yeast rad50	mlh1 rad18
COC(=O)/C(=C1\OC(=O)C(c2ccc(Cl)cc2)=C1O)c1ccc(Cl)cc1	36.7	19.9	44.6	46.8	45.6	37.4
O=[N+]([O-])c1ccc2c(c1)nc(-c1ccccn1)n2CCc1ccncc1	87.0*	56.2	99.0*	98.7*	95.2*	99.2*
COC(=O)c1ccc(Cl)cc1OCC(=O)Nc1ccccc1	-27.7	-4.6	-12.2	-0.6	-29.1	-3.6
Cc1cc(C)c(NS(=O)(=O)c2ccc(Cl)cc2)cc1C	70.0	87.6*	92.2*	85.8*	94.5*	90.5*
CCOC(=O)NC(=O)c1cn(CCN2CCN(c3ncnc4nc[nH]c34)CC2)c(=O)[nH]c1=O	12.7	-4.3	14.4	16.6	18.9	23.1
CCOCCOC(=O)c1ccc(C(N)=NC2CCCCC2)cc1	-4.1	0.1	3.8	-2.4	0.1	-1.4
COc1cc(Cl)c2c3c(c(C(=O)c4ccccc4)oc13)CCC2	27.1	1.9	-1.4	7.1	14.9	21.2
CSCCC(NC(=O)COc1ccc(Cl)cc1Cl)C(=O)O (stereo not given)	7.2&6.2	30.6&-23.4	34.2&-44.5	60.0&-35.6	16.8&-21.3	52.7&-33.3
C[C@H]1CC[C@@]2(C)C(CCC(=O)C2(C)O)[C@]1(C)CC(=O)c1ccoc1 (stereo not given in full)	-2.1	4.4	0.7	-6.7	6.3	-11.5
Cc1c([N+](=O)[O-])cc2c(c1[N+](=O)[O-])C(=O)c1ccccc1-2	-14.9	-6.0	8.5	4.3	-2.1	7.9
NNc1c(Cl)cc(Cl)cc1Cl	97.8*	99.2*	99.7*	98.9*	98.2*	99.7*
COc1cc2c(cc1O)CC[C@@H]1C2CC[C@@]2(C)C1CC[C@@H]2O (stereo not given in full)	-26.6	-13.8	-15.2	-13.4	-11.6	18.3
COC(OC)C1(CCc2ccccc2)NC(=O)N(C)C1=O (stereo not given)	-19.9	25.6	5.6	2.2	-17.4	-0.7
CCCCCCC(NC(C)=O)C(=O)O (stereo not given)	6.3	4.3	13.9	-4.7	3.9	3.5
COc1cc2ccnc(CCCc3nccc4cc(OC)c(OC)cc34)c2cc1OC	-1.9	-1.8	-27.4	-4.0	-30.1	-9.3
CC(=O)/C(C)=C\C=C(\C)C(C)=O	-84.5	-0.5	-16.2	-11.5	-7.2	-4.7
COC(=O)CC1=CCCc2ccccc21	7.0	0.3	-2.9	1.6	-4.0	-22.2
C(=N\NC1=NCCN1)/c1ccc2ccccc2c1	-27.9	-1.9	-0.2	-22.7	-26.8	3.2
CC(C)N(c1ccc(O)c2ccccc12)C(C)C	-13.7	-0.6	-15.2	-3.7	-15.0	18.7
CC(O)CCNC(c1ccccc1)C(O)c1ccccc1 (stereo not given)	-7.4	14.6	-2.9	-7.0	3.0	-0.8
C/C(=N\NS(=O)(=O)c1ccccc1)c1ccccc1	28.6	1.1	3.5	3.4	6.0	20.5
O=S(=O)(O)c1cccc2c1oc1ccccc12	19.0	-10.1	-3.8	-37.4	8.8	-19.0
Cc1ccc(/C=C/C(=O)c2sc(-n3nc(-c4ccccc4)cc3-c3ccccc3)nc2C)cc1	5.6	20.1	-29.9	-6.8	-2.3	-7.4
Clc1ccc(/C=C/c2cccc(/C=C/c3ccc(Cl)cc3)n2)cc1	-80.9	-2.5	0.5	-10.1	1.9	-6.5
CC(C)(C)C(=O)CC(=O)C(C)(C)C	-57.4	-2.8	2.2	-9.5	-3.9	-15.8
CCC(=O)Nc1ccc(C(=O)NCCN(CC)CC)cc1	-10.7	-6.7	10.1	-26.2	-11.1	3.1
CC1CC(=O)CC[C@@H]1OCc1ccccc1 (stereo not given in full)	19.9	-8.9	-5.0	-17.4	6.0	16.7
Cc1ccc(S(=O)(=O)OC2CCSCC2)cc1	-11.9	7.0	7.7	-10.3	-5.2	-4.8
Nc1cccc(C(F)(F)F)c1N	-24.4	-13.6	-6.7	-15.4	-13.6	8.3
CN1C(=O)NC(C)(C)C1=O	-13.7	-8.4	-1.8	3.3	-1.5	-5.0
CCOC(=O)NC(C(=O)OCC)(N1CCN(c2cc3c(cc2F)c(=O)c(C(=O)O)cn3CC)CC1)C(F)(F)F (stereo not given)	-24.4	-7.5	-11.1	-25.2	-10.5	-5.0
Cc1nn(-c2ccccc2)c(SC(C)(C)C)c1C=NCCN=Cc1c(C)nn(-c2ccccc2)c1SC(C)(C)C	24.3	-5.8	18.2	15.3	28.6	18.8
CCCCOC(=O)/C=C/C(=O)N1CC(C)N(C(=O)/C=C/C(=O)OCCCC)CC1C (stereo not given)	-1.1	4.5	12.6	7.0	22.4	25.7
Cc1ncc([N+](=O)[O-])n1CCNC(=O)Cn1c([N+](=O)[O-])cnc1C	18.0	-4.8	-9.8	-5.2	15.9	-59.8
COc1cc(C2NCCC(c3ccccc3)(c3ccccc3)N2)cc(OC)c1OC (stereo not given)	4.5	-7.6	5.2	-4.7	-30.9	5.5
Cn1cnc([N+](=O)[O-])c1Sc1ccncn1	4.1	-17.6	17.9	2.8	8.8	-23.9
COc1cc2c(cc1OC)[C@H](C)N1CCc3cc(OC)c(OC)cc3[C@@H]1C2	14.3	9.4	6.7	-29.6	2.1	-37.0
Nc1ccc(S(=O)(=O)Nc2nc3ccccc3nc2Nc2ccc(S(N)(=O)=O)cc2)cc1	-13.7	-10.3	-13.8	-5.0	6.3	-13.6
CN(C)c1ccc2nc(CC(O)(C(F)(F)F)C(F)(F)F)ccc2c1	-38.5	-11.9	-8.0	13.7	-9.6	16.4
NC(=S)c1ccncc1	12.7	5.0	13.0	8.2	6.5	-27.4
CCCCCCCCCc1ccc(COCC)cc1	-16.0	22.1	7.0	11.9	-9.6	9.6
CCOC(=O)c1cc2nc3ccccc3c(=O)n2c2ccccc12	25.4	26.9	-7.1	-6.3	-7.8	2.9
CCc1cc(-c2cccc3ccccc23)c(C#N)c(=S)n1C1OC(CO)C(O)C(O)C1O (stereo not given)	7.4	-10.1	-8.9	-21.1	-6.0	5.5
Cn1ncc(=O)[nH]c1=O	10.1	-9.8	-23.4	-5.2	-15.2	-10.3
Cc1cccc(N=Cc2ccc(N(CCC#N)S(=O)(=O)c3ccccc3)cc2C)c1	-8.3	-10.9	-54.9	-16.6	-34.5	-9.2
Cc1oc2c(C)c3oc(=O)cc(C)c3cc2c1CO	36.9	39.3	12.4	-14.8	22.7	9.9
CC(C)C(O)(c1ccccc1)C(O)(c1ccccc1)C(C)C (stereo not given)	99.0*	99.5*	99.5*	99.6*	99.5*	99.5*
Cc1cc2nc3c(=O)[nH]c(=O)nc-3n(CC(O)C(O)C(O)C(O)CO)c2cc1C (stereo not given)	7.0	-7.7	-14.4	3.2	33.5	23.2
CC1(C)CCCC2(C)C3=C(CCC12)C(=O)OC3 (stereo not given)	34.2	31.9	28.7	8.8	17.2	-42.9
C/C=C/C/S(=N\S(=O)(=O)c1ccc(C)cc1)c1ccccc1 (stereo not given)	40.9	94.7*	81.5*	95.5*	96.7*	93.3*
CCOC(OCC)c1ccc(OC)c(OC)c1	-0.1	3.5	8.9	-5.3	13.5	9.6
CS(=O)(=O)c1ccc(NN)c([N+](=O)[O-])c1 (tested in a mixture with another compound)	x	x	x	-46.8	-25.7	-39.1
CC(=O)OC1COC(n2c(N)c(C#N)c(-c3ccccc3)c(C#N)c2=S)C(OC(C)=O)C1OC(C)=O (stereo not given)	14.3&-6.2	4.0&35.7	73.2*!	40.7&16.4	46.0&25.8	56.9&62.9
CSC(SC)(C(=O)O)c1cc(-c2c(Cl)cccc2Cl)no1	17.1	51.6	95.5*	44.0	39.0	84.4*
CCOC(=O)N1CCN(C(=O)CC(C)=O)CC1	19.1	4.5	-0.1	-32.5	2.4	16.6
COc1c2occc2c(CN)c2ccc(=O)oc12	10.9	-21.1	1.1	-12.7	4.2	21.3
CCOC(=O)C(=O)Cc1cnccn1	-0.9	-17.8	-11.8	-12.7	-25.2	-2.6
COC(=O)C(CSC(c1ccccc1)(c1ccccc1)c1ccccc1)NC(=O)C(CC(N)=O)NC(=O)OCc1ccccc1 (stereo not given)	72.0*	68.8	72.5*	68.2	73.5*	68.9
CN(C)c1nc(OC2C(C(O)CO)OC3OC(C)(C)OC32)nc(N(C)C)n1 (stereo not given)	18.0	-1.1	6.2	-11.7	31.1	-0.7
CCCCCCCCCCCCCCCCCCNC(=O)N(C)C1CCCCC1	-16.9	-0.4	-20.6	-11.3	-0.4	9.4

# Other structures.
Structure	yeast cln2 rad14	bub3	yeast sgs1 mgt1	yeast mec2-1	yeast rad50	mlh1 rad18
O=C(Nc1c(Cl)cc([N+](=O)[O-])cc1Cl)/C(=N\Nc1cccc(Cl)c1)c1c(O)c2ccccc2oc1=O	25.7	31.0	-1.0	18.1	69.0	47.3
COC(=O)CCC(NC(=O)OC(C)(C)C)C(=O)NC(Cc1ccc([N+](=O)[O-])cc1)C(=O)NC(CCC(=O)OC)C(=O)OC (stereo not given)	20.6	11.7	9.9	-6.6	7.6	-44.1
C(=N\c1nnc2ccccn12)/c1ccccc1	-9.6	-13.7	-21.7	-6.8	0.2	-28.3
O=C(O)c1ccccc1C(=O)c1ccc(Cl)cc1Cl	-6.3	9.5	-3.4	3.8	13.7	-1.9
Cc1cc(S(=O)(=O)Nc2nnc3c4ccccc4cnn23)c(S)cc1Cl	2.7	-15.8	-21.0	-24.4	-38.0	-31.6
c1ccc([P+](c2ccccc2)(c2ccccc2)C2CCCCO2)cc1 (stereo not given)	49.5	54.0	35.1	83.2*	67.8	81.1*
Cc1ccc(Cl)nn1	-3.3	12.9	-2.5	-1.2	10.0	2.1
